# Compound activity: PubChem BioAssay, several laboratories
# DAGLB inh: diacylglycerol lipase beta (human) inhibition; Q8NCG7; HEK293T DAGLB membrane lysate, EnzChek fluorogenic substrate; inhibition, % at 5.17 µM; 340,000 compounds, 0.059% hits; in the data active = inhibition above about 34%;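 also: 0% = enzyme with vehicle and 100% = wells lacking enzyme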
# Target sequence (Q8NCG7 whole entry, looked up): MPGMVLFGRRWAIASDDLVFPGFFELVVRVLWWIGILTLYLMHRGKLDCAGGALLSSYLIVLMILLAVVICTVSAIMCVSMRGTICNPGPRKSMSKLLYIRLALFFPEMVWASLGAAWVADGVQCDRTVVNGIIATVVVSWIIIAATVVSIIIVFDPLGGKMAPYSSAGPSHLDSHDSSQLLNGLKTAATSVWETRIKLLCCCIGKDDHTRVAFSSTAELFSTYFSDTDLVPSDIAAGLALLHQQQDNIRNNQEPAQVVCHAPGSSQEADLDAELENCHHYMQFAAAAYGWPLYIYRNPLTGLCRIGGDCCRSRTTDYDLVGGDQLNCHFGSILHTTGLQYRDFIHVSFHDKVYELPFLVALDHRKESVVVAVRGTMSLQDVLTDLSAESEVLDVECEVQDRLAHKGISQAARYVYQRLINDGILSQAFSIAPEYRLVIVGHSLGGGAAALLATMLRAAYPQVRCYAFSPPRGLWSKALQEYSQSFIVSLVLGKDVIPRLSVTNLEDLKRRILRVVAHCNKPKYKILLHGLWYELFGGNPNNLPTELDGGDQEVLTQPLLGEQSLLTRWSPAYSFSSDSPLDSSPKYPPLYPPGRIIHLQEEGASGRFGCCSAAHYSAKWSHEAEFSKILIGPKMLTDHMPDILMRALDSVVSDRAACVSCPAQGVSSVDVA
# PKA-R2B act: PKA-R2B complex activation. PKA-R2B holoenzyme dissociation, Cy5-IP20 fluorescence polarization; R2B truncated from residue 108, S112A mutant; 0% DMSO only, 100% 113 µM cGMP. activation, % at 11.4 µM. 340,000 compounds, 0.079% hits. AID 504700;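 active = activation above a cutoff set at the mean over all compounds plus 3 SD, cut at about 18% in these data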;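 also: higher means more holoenzyme dissociation and a rise in polarization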
# SR-BI uptake up: activators of SR-BI mediated HDL lipid uptake. 320,000 compounds, 0.096% hits. activation, % at 12.5 µM. AID 504775. CHO ldlA[mSR-BI] cells, DiI-HDL uptake fluorescence, 3 h; 100 = double the neutral-control signal;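 active = mean replicate activation of at least 60% and every replicate at or above 60%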;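 also: 0% = median plate neutral-control signal and 100% = twice that signal; values of inactives mirror those of a sister screen read the other way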
#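 Test system: SR-BI-overexpressing, LDLR-lacking CHO cells; Also added: labelled HDL, 10 µg/mL; Measured by: bottom-read cell fluorescence after medium removal, ex 550/em 595 nm; Timing: 3 h uptake period with compound, 37 °C; Buffer or medium: F12, 0.5% BSA, 25 mM HEPES; Doses: single compound concentration, delivered by pin transfer.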
# cardiac RTF act: increases calcium sensitivity of human cardiac regulated thin filaments; P19429+P45379; IANBD-labeled TnC RTF fluorescence at EC20 calcium; 0% EC20 calcium, 100% full calcium; activation, % at 7.2 µM; 340,000 compounds, 0.24% hits; AID 493008;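 active = activation above the mean over all tested compounds plus 3 SD, cut at about 30% in these data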;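 also: rise in fluorescence read as greater calcium sensitivity of cardiac thin filaments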
# Keap1-Nrf2 PPI: inhibitors of human Keap1-Nrf2 protein-protein interaction; Q14145; Keap1 Kelch-Nrf2 peptide fluorescence polarization, 1536-well; inhibition, % at 9.4 µM; 340,000 compounds, 0.15% hits; AID 504523; in the data active = inhibition above about 12%;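 also: human Keap1 Kelch domain with fluorescein labeled Nrf2 9mer peptide probe; 0% = neutral control wells and 100% = peptide positive control; higher means more block of Keap1 binding to Nrf2 peptide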
# Rtt109 Vps75: C. albicans Rtt109 histone acetyltransferase inhibition; purified Rtt109/Vps75, ThioGlo CoA-SH fluorescence, 4 h; inhibition, % at 34.9 µM; Q5AAJ8; 330,000 compounds, 0.16% hits;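 active = inhibition of at least 50% in every replicate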
# Target sequence (Q5AAJ8 whole entry, looked up): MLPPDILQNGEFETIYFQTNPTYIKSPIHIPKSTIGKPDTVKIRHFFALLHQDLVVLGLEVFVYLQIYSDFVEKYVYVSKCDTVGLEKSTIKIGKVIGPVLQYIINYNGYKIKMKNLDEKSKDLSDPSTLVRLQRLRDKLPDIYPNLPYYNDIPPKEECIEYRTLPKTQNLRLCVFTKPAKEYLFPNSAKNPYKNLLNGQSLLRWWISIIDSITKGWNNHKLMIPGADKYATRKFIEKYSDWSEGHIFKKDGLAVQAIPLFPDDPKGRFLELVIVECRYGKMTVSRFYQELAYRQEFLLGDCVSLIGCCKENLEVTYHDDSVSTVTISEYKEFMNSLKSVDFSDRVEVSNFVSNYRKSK
# Cardiac RTF inh: cardiac RTF calcium desensitization; P19429+P45379; IANBD-labeled cardiac RTF, Ca2+ fluorescence; inhibition, % at 7.15 µM; 340,000 compounds, 0.12% hits;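 active = inhibition above the mean inhibition of all tested compounds plus 3 SD, cut at about 17% in these data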;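 also: assay run at fixed EC70 calcium of 1.6 mM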
# C-LANA FP: KSHV C-LANA DNA binding inhibition | MBP-C-LANA/FAM-LBS DNA binding, fluorescence polarization | inhibition, % at 9 µM | 340,000 compounds, 0.078% hits;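 active = highest replicate inhibition at or above 60% at 9 µM, even if other replicates fall short; inactive = all replicates below 60% inhibition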;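 also: 0% = neutral control wells and 100% = 4 µM acridine orange control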
# CAL PDZ FP-1: CAL PDZ (human) peptide binding inhibition; Q9HD26; purified CAL PDZ, TMR-peptide fluorescence polarization, 1 h; inhibition, % at 24.9 µM; 300,000 compounds, 0.92% hits; AID 602252;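 active = mean inhibition of at least 30% with at least half of replicates also reaching 30%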;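 also: 0% = DMSO neutral control and 100% = excess unlabeled competitor peptide PRC23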
# CAL PDZ FP-2: human CAL PDZ-peptide interaction inhibition; Q9HD26; purified CAL PDZ, TMR-peptide fluorescence polarization, 1 h; inhibition, % at 20 µM; 330,000 compounds, 0.02% hits; AID 504414;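 active = highest replicate inhibition of at least 40%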;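 also: plate controls were DMSO neutral control wells for no effect and unlabeled competitor peptide control wells for full effect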
#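 Test system: purified CerCALP PDZ construct; Compound dosing: one concentration, 20 µM compound; Also added: TMR-labelled reporter peptide T*-PRC34 bound in PDZ groove; Read-out: inhibition from polarization loss; Controls: unlabelled peptide and DMSO controls; Signal: FP readout, S and P plane fluorescence; Incubation: 1 h at RT.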
# Starred values were filed as active, the others as inactive; i = inactive; / = not tested or not shown.
smiles	Keap1-Nrf2 PPI	cardiac RTF act	SR-BI uptake up	Cardiac RTF inh	Rtt109 Vps75	CAL PDZ FP-2	CAL PDZ FP-1	PKA-R2B act	C-LANA FP	DAGLB inh
CC1(C)NC(=O)N(CC(=O)OCC(=O)Nc2cc(S(=O)(=O)N3CCCCCC3)ccc2Cl)C1=O	3	0	-3	11	1	0.2	-6	-5	-2.1	0
O=C(CCCO)CCCCCCCCC[C@H]1N[C@H](CO)[C@@H](O)[C@@H]1O	-8	4	-2	-2	0	-0.9	-1	-8	-0.2	0
CCOP(=O)(OCC)C(NC(=O)Nc1ccc(Cl)cc1)C(N)=O (stereo not drawn)	-4	-2	22	5	-5	-0.3	-3	-8	1.8	-1
CCN(Cc1ccccc1)C(=O)COC(=O)Cn1cnc2ccccc21	0	-3	18	3	12	0.7	0	-1	7.9	-2
Cc1cccc(-c2cc3nc(-c4ccccc4)cc(=O)n3[nH]2)c1	0	-3	24	3	0	-1.6	-3	-7	-3.3	1
COc1ccccc1Oc1ccc(S(=O)(=O)NCc2ccccn2)cc1	3	-2	3	-1	-14	0.6	-2	-10	-1.7	-2
O=C(CSc1nc(O)cc(=O)n1C1CCCC1)Nc1cccc(Cl)c1Cl	-2	7	28	-13	-2	-3.5	-2	1	-0.9	16
Cc1ccc(-n2ncc3c2CC(C)(C)CC3NC(=O)CCCN2CCCC2=O)cc1 (stereo not drawn)	-3	-3	-16	4	-4	-0.7	/	-12	-0.6	-2
Cc1nnc(NC(=O)CSc2nnc(C)n2Cc2ccccc2)s1	-4	10	-9	-4	2	-0.6	-2	5	1.5	2
Cc1c(C)c2cc(Cl)c(OC(C)C(=O)NCCN3CCOCC3)cc2oc1=O (stereo not drawn)	-3	0	7	-5	2	-1.2	6	3	-0.2	1
CS(=O)(=O)N1CCN(C(=O)c2ccncc2)CC1	2	1	/	-6	-12	0.5	-2	-8	-0.4	-1
COc1ccc(OCCn2c(C)c(/C=N/n3cnnc3)c3ccccc32)cc1	-8	0	-33	1	1	1.2	-1	-7	0.5	2
COc1ccc(Cl)cc1C(=O)NCCc1ccc(S(=O)(=O)NC(=O)NC2CCCCC2)cc1	1	-5	6	1	10	-0.5	-6	9	-1.6	3
COc1ccc2c(c1OC)C[N+]1([O-])CCc3cc4c(cc3C1C2)OCO4 (stereo not drawn)	1	0	27	-31	2	-1.5	0	2	-0.1	1
Cn1c(=O)c2sccc2n2c(CCCC(=O)NC3CCN(Cc4ccccc4)CC3)nnc12	-2	1	14	-4	-2	0.1	-6	0	-1.1	-1
Nc1c(N2CCCC2)c2ccccc2oc1=O	-6	/	-2	/	-13	0.0	3	/	-1.7	/
Cc1ccc(CSc2nnc(CCCCCNC(=O)OC(C)(C)C)o2)cc1	-4	-1	-2	2	19	1.6	-6	-6	-0.2	-6
O=C(c1ccccc1F)N1CCN(c2ccc([N+](=O)[O-])cc2-n2cccc2)CC1	-9	5	/	-16	-4	-1.1	0	6	-0.3	-2
O=C(Nc1nc(-c2ccc(F)c(F)c2)cs1)c1ccc(OCC2CCCO2)cc1 (stereo not drawn)	-3	-1	-38	-4	-8	0.2	-5	-6	-0.1	-3
Cc1cc2ncc(-c3ccccc3)nc2cc1C	-3	6	26	3	-8	-1.3	2	4	3.5	-4
Cc1cccc(Nc2nnc(SCc3cn4ccsc4n3)s2)c1	-3	-6	-3	6	-5	0.1	-3	-7	1.0	3
CCOC(=O)Nc1sc(NS(=O)(=O)c2ccccc2)nc1C	-6	3	11	-5	0	0.5	-1	4	-0.2	3
COc1ccc(Cn2c(=O)c3c(nc(NCCO)n3C)n(C)c2=O)cc1	-3	7	13	-8	9	-0.8	-3	-2	1.1	2
COc1ccc2oc(=O)c(C(=O)N3CCN(c4ccccc4)CC3)cc2c1	2	-3	-1	-2	4	-0.5	1	5	29	0
NC(=O)N/N=C/c1cc(Br)ccc1OC(=O)c1ccccc1	-4	-4	-6	6	6	-1.9	3	7	0.5	-2

# Remaining list, next part.
smiles	Keap1-Nrf2 PPI	cardiac RTF act	SR-BI uptake up	Cardiac RTF inh	Rtt109 Vps75	CAL PDZ FP-2	CAL PDZ FP-1	PKA-R2B act	C-LANA FP	DAGLB inh
CCOc1ccccc1Nc1nc(N)nc(Cl)c1CC	-5	2	-33	-4	1	0.8	29	-4	1.1	-6
Cc1cc(N2CCCC2=O)ccc1S(=O)(=O)N1CCOCC1	6	0	11	-8	0	-0.7	-4	23*	-0.3	-3
Cc1ccc(CNS(=O)(=O)c2c(C)[nH]c(C)c2C(=O)N2CCCC2)cc1	-1	5	6	-8	-7	-0.4	-3	0	0.9	-1
CCN(CC)c1ccc(/C=N/n2c(=S)[nH]nc(C)c2=O)cc1	1	-3	-6	-9	-12	0.1	1	-2	-0.8	-2
COc1ccc(S(=O)(=O)C(C#N)c2nc3ccccc3nc2N2CCCC(C)C2)cc1 (stereo not drawn)	5	3	0	-26	-3	-0.3	0	-5	2.0	6
Cc1n[nH]c(=O)c2c(NC(=O)CSc3cc(Cl)ccc3Cl)oc(C)c12	0	5	-20	-3	5	-1.9	-1	2	-0.5	2
CSc1cccc(NC(=O)c2ccccc2N(C)S(C)(=O)=O)c1	-4	-2	2	0	11	-1.0	-2	1	-1.0	-1
O=C(COC(=O)/C=C/c1ccc(C(F)(F)F)cc1)NCc1ccco1	-3	6	20	-6	2	-1.0	-5	7	0.7	3
Cc1nonc1NC(=O)CSc1nnc(N)s1	-4	-3	15	0	-1	-0.9	-1	-9	-1.5	0
O=C(Nc1cc(S(=O)(=O)Nc2ccccc2Cl)ccc1O)c1sc2cc(Cl)ccc2c1Cl	-6	-5	-12	-2	-2	-0.2	4	0	-0.5	-3
CNc1ccc2nnc(C(F)(F)C(F)(F)C(F)(F)F)n2n1	-2	-6	1	6	9	0.7	-4	0	0.1	1
CC(C)c1nc(SCC(=O)NC2CCCC2)c2ccccc2n1	0	-6	15	-8	-7	-1.7	-3	6	-1.1	-2
Cc1ccc(C)n1-n1c(C)nc2scc(-c3cccs3)c2c1=O	-3	0	-42	1	7	-0.4	-4	0	1.1	-5
COc1cccc(CN2CCN(CCCc3ccccc3)C(CCO)C2)c1OC (stereo not drawn)	-3	-4	-10	-3	3	/	-5	7	1.3	-2
CCn1nc(C)c(CN2CCCCC2C(=O)Nc2ccc(Oc3cccnc3)cc2)c1C (stereo not drawn)	0	-5	14	0	8	-2.1	-3	-4	-0.9	-2
CCCCC(c1nnnn1CS(=O)(=O)c1ccc(C)cc1)N1CCN(c2ccccc2)CC1 (stereo not drawn)	-6	0	-31	5	7	1.0	-2	-13	0.0	-14
O=C(NCCc1ccc2c(c1)OCCO2)c1ccccc1F	-3	-1	22	0	-8	-0.9	-2	-1	-2.3	-7
COc1ccc(NC(=O)CC(C)=O)c(OC)c1	3	-4	21	-8	-1	-1.8	1	-2	-1.4	0
COc1ccc(CCNC(=O)CCNC(=O)c2ccco2)cc1OC	-1	-4	21	4	10	-0.3	-5	6	-0.3	-3
Cc1c(C(=O)OCC(=O)N2CCCC(C)C2)oc2ccccc12 (stereo not drawn)	5	0	-10	-10	-4	-1.1	-3	5	-1.8	-4
CCOC(=O)C1(CCOc2ccccc2)CCN(Cc2cccc(OCCO)c2)CC1	-1	-5	-11	-3	0	-0.4	/	1	-0.6	1
CCCOc1cccc(C(=O)N(Cc2cccs2)C2CCS(=O)(=O)C2)c1 (stereo not drawn)	-1	7	/	-14	2	-1.4	-1	1	0.9	-1
Cc1ccc(F)cc1NC(=O)CCNC(=O)c1ccc([N+](=O)[O-])cc1	0	-2	-11	6	-2	-2.4	-6	1	-0.7	0
Cc1ccc(S(=O)(=O)CCc2nnc(NC(=O)C3CCCO3)s2)cc1 (stereo not drawn)	1	-4	13	-8	-5	/	2	-12	1.6	-1
O=C(c1cccc(-n2cnnn2)c1)N1CC=C(c2ccccc2)CC1	-3	-7	0	2	9	0.3	-2	2	-1.7	1

# (cont.)
smiles	Keap1-Nrf2 PPI	cardiac RTF act	SR-BI uptake up	Cardiac RTF inh	Rtt109 Vps75	CAL PDZ FP-2	CAL PDZ FP-1	PKA-R2B act	C-LANA FP	DAGLB inh
COc1cc(S(=O)(=O)N2CCN(Cc3ccccc3)CC2)ccc1Br	-7	-7	/	1	4	-2.9	5	-1	0.9	-10
CCCCN(C)CCNC(=O)CSCc1ccc(C)cc1	-2	1	/	-3	1	-1.3	1	-3	-1.9	3
O=C(COC(=O)c1nc(Cl)ccc1Cl)c1ccc[nH]1	-3	-7	-34	-11	3	-2.0	/	-7	-1.1	5
COc1cc(S(=O)(=O)N2CCC(c3nc4ccccc4s3)CC2)ccc1S(=O)(=O)N1CC(C)CC(C)C1 (stereo not drawn)	-3	1	-9	1	/	-3.4	-1	-9	-0.1	-1
Cc1ccc2cc(CN(Cc3ccc4c(c3)OCO4)Cc3nnnn3Cc3ccco3)c(=O)[nH]c2c1C	-10	6	-49	-5	-2	-0.8	-5	-3	0.1	9
COc1ccc(S(=O)(=O)N2CCC(C(=O)Nc3cccc(C(C)=O)c3)CC2)cc1	0	1	-33	-9	10	-1.1	7	-8	-1.6	-5
CSc1nsc(SC)c1C(=O)NC(=O)Nc1cccnc1	0	-1	8	-4	6	-0.6	-6	0	-0.9	-2
O=C(Nc1nc2nc(-c3ccccc3)cc(=O)n2[nH]1)c1ccccc1	4	-2	0	-8	-4	-0.1	-4	3	2.2	5
COc1ccc2c3c(cccc13)C(=O)CC2	164*	715*	45	i	-2	3.0	11	-7	163*	-147
O=C(NC(=S)N1CCN(C/C=C/c2ccccc2)CC1)c1ccco1	-2	5	8	-10	-5	-1.3	-6	-4	-0.9	-2
CC1CN(CC(O)COCc2ccc3c(c2)OCO3)CC(C)O1 (stereo not drawn)	-2	0	-3	1	1	-1.9	11	-10	0.9	1
CC(C)c1ccc2c(c1)C(c1cccs1)=NNC(c1ccncc1)=N2	1	-2	-21	2	-1	0.6	3	2	-2.1	1
CS(=O)(=O)N1CCN(C2CCN(Cc3ccccc3)CC2)CC1	-6	7	3	-6	-13	-0.1	-3	-3	-1.2	2

# Among those listed so far, these have a CF3 group.
smiles	Keap1-Nrf2 PPI	cardiac RTF act	SR-BI uptake up	Cardiac RTF inh	Rtt109 Vps75	CAL PDZ FP-2	CAL PDZ FP-1	PKA-R2B act	C-LANA FP	DAGLB inh
O=C(COC(=O)/C=C/c1ccc(C(F)(F)F)cc1)NCc1ccco1	-3	6	20	-6	2	-1.0	-5	7	0.7	3
CNc1ccc2nnc(C(F)(F)C(F)(F)C(F)(F)F)n2n1	-2	-6	1	6	9	0.7	-4	0	0.1	1
